# sPLA2-III inh: Inhibits HGIII-sPLA2 liposome hydrolysis, primary screen; QFRET BODIPY PC-A2 liposome hydrolysis, fluorescence; actives 0.56% (n = 370,000); Q9NZ20; inhibition, % at 12.2 µM;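 active = inhibition above mean plus 3 SD of compounds lying within the high and low control bounds, cut at about 19% in these data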;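 note: 0% = median of test compound wells and 100% = no enzyme DMSO wells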
# NPR1 activator: GC-A (human) enzyme activation. HEK293 GC-A cells, cGMP TR-FRET, EC30 ANP; 0% at EC30 ANP, 100% saturating ANP. actives 0.14% (n = 370,000). activation, % at 10 µM. AID 1671463. P16066; in the data active = activation above about 40%
# proKLK7 act: activators of human kallikrein-7 zymogen. purified proKLK7, EDANS-DABCYL substrate fluorescence; 100% is mature enzyme control, 0% vehicle. activation, % at 7 µM. actives 0.9% (n = 370,000). AID 652039;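 active = activation above the mean of all tested compounds plus 3 SD, computed per campaign excluding outliers beyond control limits, cut at about 13% in these data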
# Tn6 DDE FP: disrupts Tn6 cyclic peptide binding to fibrin D-Dimer-E complex. P02675. Fibrin DD(E) TRITC-Tn6 fluorescence polarization displacement. inhibition, % at 8.3 µM. actives 0.21% (n = 370,000). AID 720509;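 active = inhibition above a per-campaign cutoff: mean of compounds within control limits plus 3 SD, cut at about 15% in these data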;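 note: 0% = median of all compound wells on the plate and 100% = blocking peptide control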
# ASAP1 GAP inh: inhibitors of human ASAP1 ArfGAP activity | Q9ULH1 | ASAP1-stimulated ARF1 GTP hydrolysis, GDP FP detection | inhibition, % at 16.5 µM | actives 0.19% (n = 360,000) | AID 624377; in the data active = inhibition above about 25%;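 note: 0% = vehicle with enzyme and substrate and 100% = no enzyme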
# Target sequence (Q9ULH1 325-724 limits assumed): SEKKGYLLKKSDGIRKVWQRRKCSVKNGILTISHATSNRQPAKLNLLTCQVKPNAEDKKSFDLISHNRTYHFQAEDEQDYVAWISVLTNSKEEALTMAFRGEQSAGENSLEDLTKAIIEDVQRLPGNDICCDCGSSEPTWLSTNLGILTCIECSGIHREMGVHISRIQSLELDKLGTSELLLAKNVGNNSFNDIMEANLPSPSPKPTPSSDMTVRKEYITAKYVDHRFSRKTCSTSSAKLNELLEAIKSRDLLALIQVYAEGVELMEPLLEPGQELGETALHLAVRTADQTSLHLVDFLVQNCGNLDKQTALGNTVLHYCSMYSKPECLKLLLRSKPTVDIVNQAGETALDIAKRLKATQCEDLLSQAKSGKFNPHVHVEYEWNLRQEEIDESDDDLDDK
# rCAG binder: r(CAG) repeat RNA binding. TO-PRO-1 dye displacement fluorescence. actives 1.3% (n = 370,000). inhibition, % at 3 µM;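 active = inhibition above the plate cutoff, the mean of all test compounds on that plate plus 3 SD, cut at about 35% in these data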;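 note: 0% = DMSO alone and 100% = 100 µM mitoxantrone as full dye displacement; higher means more dye released from RNA so lower well fluorescence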
# ARFGAP1 inhibitor: rat ARFGAP1 inhibition; Q62848; Arfgap1-stimulated ARF1 GTP hydrolysis, GDP FP detection; inhibition, % at 16.5 µM; actives 0.26% (n = 360,000); AID 651572;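 active = inhibition above a per-plate limit, mean inhibition of low control wells plus 3 SD, cut at about 25% in these data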;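 note: 0% = DMSO wells with enzyme and 100% = wells lacking Arfgap1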
# Target sequence (Q62848 1-136 limits assumed): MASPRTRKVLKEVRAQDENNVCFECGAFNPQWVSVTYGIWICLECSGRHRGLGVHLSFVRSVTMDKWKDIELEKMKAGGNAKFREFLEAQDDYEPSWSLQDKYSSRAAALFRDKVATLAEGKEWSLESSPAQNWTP
#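 Material – truncated rat Arfgap1 GAP domain · Buffer or medium – HEPES-based buffer, pH 7.5 · Reagent – human ARF1(Δ1-17)-GTP substrate · Dosing – 16.5 µM single point, 1.26% DMSO · Schedule – GTP hydrolysis reaction 2 h at 25 °C · Technique – GDP detection by fluorescence polarization · Benchmarks – No-Arfgap1 wells (100%) versus DMSO full-reaction wells (0%) · Repeats – single replicate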
# FXN GAA850 act: frataxin GAA850 promoter activation; actives 0.56% (n = 360,000); HEK293 lucGAA850 FXN promoter luciferase reporter, 24 h; percent of 10 µM SAHA response; activation, % at 6 µM;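 active = activation above the average of all compounds screened plus 3 SD, cutoff fixed separately per campaign, cut at about 7.5% in these data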;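 note: 0% = DMSO wells and 100% = 10 µM SAHA wells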
# GC-B act: GC-B (human) receptor activation | P20594 | HEK293-GC-B cells, CNP EC30, cGMP TR-FRET; 0% at EC30 CNP, 100% saturating CNP | activation, % at 10 µM | actives 0.11% (n = 370,000) | AID 1920062;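 active = activation at 10 µM reaching about 35% in either raw or pattern-adjusted values, limit read from the data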
# ADAM10 inh: inhibitors of human ADAM10; O14672; recombinant ADAM10, EDANS/DABCYL FRET peptide cleavage, 3 h; inhibition, % at 7 µM; actives 0.62% (n = 370,000); AID 720582;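 active = inhibition above a per-campaign cutoff equal to the mean of compounds falling between control-based bounds plus 3 SD, cut at about 20% in these data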;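 note: 0% = DMSO wells while the 100% control is not disclosed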
# Target sequence (O14672 214-748 limits assumed): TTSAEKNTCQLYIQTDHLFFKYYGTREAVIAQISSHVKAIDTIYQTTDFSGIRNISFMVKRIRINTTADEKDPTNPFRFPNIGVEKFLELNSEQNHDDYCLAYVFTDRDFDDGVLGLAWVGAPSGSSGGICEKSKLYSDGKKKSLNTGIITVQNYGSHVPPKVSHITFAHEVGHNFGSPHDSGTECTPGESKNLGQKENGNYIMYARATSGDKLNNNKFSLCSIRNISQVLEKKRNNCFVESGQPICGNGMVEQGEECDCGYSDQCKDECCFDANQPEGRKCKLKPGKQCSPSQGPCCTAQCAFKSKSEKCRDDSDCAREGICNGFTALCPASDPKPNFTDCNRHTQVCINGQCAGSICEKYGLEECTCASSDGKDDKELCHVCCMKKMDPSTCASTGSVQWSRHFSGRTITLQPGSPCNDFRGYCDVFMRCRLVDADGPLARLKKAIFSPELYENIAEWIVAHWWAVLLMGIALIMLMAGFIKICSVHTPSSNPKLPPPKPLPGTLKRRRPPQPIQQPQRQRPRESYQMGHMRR
# * = called active by the depositor; i = inactive; / = no result given; & = joins results of further samples.
SMILES	proKLK7 act	ADAM10 inh	rCAG binder	FXN GAA850 act	GC-B act	ASAP1 GAP inh	Tn6 DDE FP	sPLA2-III inh	ARFGAP1 inhibitor	NPR1 activator
COc1ccc(-c2c(C)c3cc(O)ccc3oc2=O)cc1	0.5	-34	4	0.1	-9	-7	2	-35	0	-2
O=S(=O)(NCc1ccco1)c1cnc(Cl)c(Cl)c1	0.1	-3	-5	1.0	-3	-1	-4	4	10	-3
COCC(=O)NNC(=O)c1ccc(OC)cc1	-0.2	-4	-1	-0.1	2	4	2	3	2	-4
Cc1ccc(NC(=O)COc2ccc(/C=N/NC(=O)CSCc3ccccc3)cc2)cc1	0.5	-2	2	-0.8	3	-6	1	-8	4	6
CCCCNC(=O)C1(C)CCN1C(=O)c1cccc(OC(F)(F)F)c1 (stereo not drawn)	0.1	-10	-3	1.3	0	0	-5	9	11	2
Cc1nn(CC(=O)N2CCN(Cc3ccccc3)CC2)c(=O)c2ccccc12	-0.1	8	-3	0.2	2	1	6	0	16	4
CCC(C)NS(=O)(=O)c1ccc(OCC(=O)N2CCCC2)cc1 (stereo not drawn)	-0.3	8	-6	-2.5	1	-9	-1	3	5	2
COc1ccc(C(=O)C2(C(=O)Nc3cc(C)cc(C)c3)CC(c3ccccn3)=NO2)cc1 (stereo not drawn)	-0.5	7	9	/	-19	/	4	-5	/	-11
O=C(CSc1ccccc1F)Nc1ccc2c(c1)OCO2	-0.2	6	0	2.2	2	-19	-1	-3	4	-1
COc1cccc(CN2CCN(Cc3c(C)nn(C(C)C)c3C)CC2CCO)c1 (stereo not drawn)	0.4	-3	-6	0.8	6	2	2	-2	-5	0
CC(C)C(=O)Nc1ccc2nn(-c3ccccc3)nc2c1	10	i	1	6.1	-3	3	0	0	-2	-30
COc1ccc(N(CC(=O)N2CCN(c3ccccc3F)CC2)S(=O)(=O)c2c(C)noc2C)cc1	0.2	-4	-1	0.7	-1	-8	-4	3	6	5
COc1cccc(C2CC(c3ccccc3)Nc3ncnn32)c1 (stereo not drawn)	-0.9	-7	-5	2.9	-5	10	3	3	10	-1
CCOc1ccccc1C(=O)NCC(=O)Nc1ncccc1C	0.0	-7	-2	-0.3	-4	-7	3	3	-3	1
COc1ccccc1C(=O)NNC(=S)NC(=O)c1cc(OC)c(OC)c(OC)c1	0.1	-8	1	-2.4	2	-16	-4	7	-10	-3
CCCCN(C(=O)c1ccc(N2CCCC2=O)cc1)c1c(N)n(CCCC)c(=O)[nH]c1=O	0.6	1	1	0.1	3	0	0	3	2	1
Cc1ccc(C(=O)N/N=C\c2ccc[nH]2)cn1	0.4	-5	1	-0.7	2	-5	4	11	3	1
Cc1sc2ncnc(N3CCC(C(=O)Oc4cccc(Cl)c4Cl)CC3)c2c1C	0.5	1	-1	-1.9	1	3	8	1	0	-3
COc1ccc(NC(=O)COC(=O)c2cc(SC)ccc2Cl)c(OC)c1	-0.4	3	4	0.6	-1	2	2	-5	5	0
CCOC(=O)c1c(C)cccc1OCC(N)=O	-0.1	-4	2	-0.3	2	-2	3	3	-7	1
COC(=O)[C@H](CC(C)C)N1Cc2nnn(Cc3ccccc3)c2-c2cc(F)ccc2S1(=O)=O	0.4	13	0	/	4	/	1	-3	/	0
C=C1CCC[C@]2(C)C[C@H]3OC(=O)C(CN4CC(C)OC(C)C4)[C@H]3C[C@@H]12 (stereo partly drawn)	-0.3	-1	-11	-3.3	4	0	4	-10	7	3
Cc1nc(SCC(=O)Nc2c(C)n(C)n(-c3ccccc3)c2=O)c(C#N)c(C)c1C	0.6	-18	-1	-1.5	-5	0	4	5	0	-2
CC(C)COc1ccc(S(=O)(=O)NNC(=O)c2cc3ccccc3o2)cc1	0.3	14	20	-0.6	-1	1	2	-39	2	-1
CN(C)c1ccc(CC(=O)N2CCCCC2c2cc(C(=O)Nc3ccccc3)no2)cc1 (stereo not drawn)	-0.4	-1	17	1.1	2	-1	11	2	-5	3
C[C@@H]1CCCCO[C@@H](CN(C)CC2CCCCC2)[C@@H](C)CN([C@H](C)CO)C(=O)c2cc(NS(=O)(=O)c3ccc(Cl)cc3)ccc2O1	0.7	12	6	-0.4	3	2	4	-14	7	-1
CC(C)(C)c1nc2cc(Cl)c([N+](=O)[O-])cc2o1	0.1	-9	-5	-1.5	2	-8	-4	-2	5	2
COc1cccc(OCC(O)CN2CCOCC2)c1 (stereo not drawn)	-0.7	2	-4	0.7	6	-5	1	6	0	-3
COc1ccc(S(=O)(=O)Nc2ccccn2)cc1C	0.0	-3	4	3.5	4	-3	3	0	-13	0
O=C(O)/C=C1\CCCc2ccccc2C1O (stereo not drawn)	0.4&-0.4	-1&-14	3&0	-0.1	1&6	-1&-5	0&-6	1&12	-2&0	2&6
COC(=O)/C=c1/s/c(=C(\C#N)C(=O)NCc2ccco2)n(-c2ccc(C)cc2)c1=O	0.6	2	4	0.2	-4	-14	1	-3	4	-4
O=C(c1ccco1)N1CCCN(Cc2cn[nH]c2-c2ccc(-c3ccccc3)cc2)CC1	0.6	1	1	2.5	-5	9	-2	-6	11	-8
COc1ccc(Cn2c3ccc(OC)cc3c3nc4ccccc4nc32)cc1	-5.4	-2	2	3.8	28	5	4	5	13	22
CCOc1ccccc1NC(=O)C(=O)CC(=O)c1ccc(OC)cc1	0.2	4	11	-1.7	-6	-7	5	4	-3	-8
COc1ccc(-n2c(O)c(Cc3ccccc3)c(=O)n3nc(-c4ccccc4)c(=O)cc23)cc1	4.1	-11	10	1.9	5	-3	-2	-3	-12	4
Cc1ccccc1C(=O)NC1CCN(CC(=O)Nc2ccc3c(c2)OCO3)CC1	-0.3	-7	-1	2.0	0	-4	4	5	8	1

# In a second layout: entries from further up
# Below each compound: proKLK7 act | ADAM10 inh | rCAG binder | FXN GAA850 act | GC-B act | ASAP1 GAP inh | Tn6 DDE FP | sPLA2-III inh | ARFGAP1 inhibitor | NPR1 activator
- Cc1nc(SCC(=O)Nc2c(C)n(C)n(-c3ccccc3)c2=O)c(C#N)c(C)c1C
→ 0.6 | -18 | -1 | -1.5 | -5 | 0 | 4 | 5 | 0 | -2
- CC(C)COc1ccc(S(=O)(=O)NNC(=O)c2cc3ccccc3o2)cc1
→ 0.3 | 14 | 20 | -0.6 | -1 | 1 | 2 | -39 | 2 | -1

# The list goes on.
SMILES	proKLK7 act	ADAM10 inh	rCAG binder	FXN GAA850 act	GC-B act	ASAP1 GAP inh	Tn6 DDE FP	sPLA2-III inh	ARFGAP1 inhibitor	NPR1 activator
Cn1ncc2c(Nc3ccccc3Br)ncnc21	-0.5	-8	0	-0.1	-1	-3	-6	11	8	3
O=[N+]([O-])c1ccc(-n2nncc2-c2ccccc2)cc1	0.3	-6	-4	-1.4	-7	-10	1	-3	2	-10
CCCCN(C(=O)c1ccc2c(c1)S(=O)(=O)N=C1CCCCCN12)c1c(N)n(CCCC)c(=O)[nH]c1=O	-0.6	-16	3	0.4	-4	11	-9	3	9	3
COc1ccc(CNc2ncnc(N)n2)cc1	-0.1	3	3	0.9	0	12	-6	5	11	-1
CC(=O)N1c2ccc(S(=O)(=O)N(C)CC(=O)Nc3cccc(C)c3)cc2CC1C (stereo not drawn)	0.3	-3	-2	-1.5	6	-4	-1	1	-5	8
CCN(CC)C(=O)Cn1cnc2c1c(=O)n(C)c(=O)n2C	0.2	4	0	1.5	4	-8	3	-1	13	3
C=C1C[C@@]23CCC4[C@@](C)(CCC[C@@]4(C)C(=O)OC)C2CC[C@]1(OC(C)=O)C3 (stereo partly drawn)	0.7	-3	-6	-0.3	1	-5	1	6	-4	-2
CCN(CC)C(=O)N1CCN(S(=O)(=O)c2ccc(C)c(C)c2)CC1	-0.2	3	-10	-2.6	-1	-4	4	4	-2	-4
CCC(=O)Nc1ccc2c(c1)nc(CCN1CCN(c3ccccc3)CC1)n2C	0.2	-53	-3	-0.7	-4	-8	-6	-1	4	-1
CCOC(=O)C1CCN(S(=O)(=O)c2cccc(-c3cn4cccc(C)c4n3)c2)CC1	-2.5	-32	2	-1.8	-5	0	-11	-26	9	1
CC(C)NC(=O)c1cc2cc(Br)ccc2oc1=O	0.4	-2	5	0.3	-4	2	-3	-5	8	2
COc1cc(C)nc(N(Cc2ccccc2)S(=O)(=O)c2ccccc2)n1	0.3	-1	-1	1.0	-2	-7	-1	-4	1	-7
O=C(NC(Cc1ccccc1)C(=O)O)/C(=C/c1ccc(Br)cc1)NC(=O)c1ccc(Br)o1 (stereo not drawn)	-0.1	-9	33	1.8	-1	3	-2	-7	1	2
Cc1ccc(C)c(S(=O)(=O)N2CCN(C(=O)CCc3nc4ccccc4c(=O)[nH]3)CC2)c1	-0.5	5	6	-2.3	-4	4	0	-14	11	-4
Cc1ccc(S(=O)(=O)N2CCCSCC2)cc1	0.1	0	-6	3.4	3	6	2	7	-7	3
CC(C)CCn1c2ccccc2c2cc(CC(N)=O)ccc21	-0.4	-6	1	3.1	-4	-9	7	14	-6	-12
O=C(NCC(O)c1ccc2ccccc2c1)c1c(F)cccc1F (stereo not drawn)	0.2	4	-3	1.7	-2	10	2	3	1	-1
Fc1ccc(C2CC(c3ccco3)=NN2c2ccccc2)cc1 (stereo not drawn)	-33	i	3	0.9	1	8	-2	2	0	7
CC(C)(O)C1=C[N+](=O)CC=C1	0.4	2	3	/	4	3	1	-3	-5	2
COc1ccc(OC)c(CNC(=O)COc2cc(=O)n(C)c3ccccc23)c1	0.4	4	-2	2.4	3	-19	6	4	2	3
CCOc1cc(-c2nc(-c3ccccc3OC)no2)cc(OCC)c1OCC	0.0	10	-1	-0.9	-5	-4	-1	11	-1	-4
CC[C@@H]1CCCCc2ccccc2[C@H](C(=O)C[C@@H](O)CC(C)=O)OC1=O	0.6	0	-4	1.0	-2	4	-4	-1	12	0
CCN(C(=O)CSc1nc2ccc(OC)cc2[nH]1)c1c(N)n(Cc2ccccc2)c(=O)[nH]c1=O	-0.1	-9	0	1.0	0	-10	0	12	-10	2
COc1cc(-c2[nH]nc3c2C(c2ccoc2)C(C#N)=C(N)O3)cc(OC)c1OC (stereo not drawn)	0.5	-4	7	-0.3	6	2	-4	-11	7	8
CCCCN1CCCCC1C(=O)Nc1c(C)cc(C)cc1C (stereo not drawn)	-0.8	-8	-4	-0.1	2	4	-2	3	2	-1
FC(F)Sc1ccc(Nc2ncnc3nc[nH]c23)cc1	0.5	13	8	2.0	-6	-9	-23	-19	1	4
S=C(Nc1ccccc1Br)OCCN1CCCC12CCC(c1ccccc1)CC2 (stereo not drawn)	/	1	/	/	-5	/	-3	3	/	-4
O=C(c1ccc(=O)[nH]c1)N1CCN(S(=O)(=O)c2ccc(Cl)cc2)CC1	0.2	3	3	-0.8	0	-13	4	-2	6	2
Clc1ccccc1Cn1nnc2c(N3CCCC3)ncnc21	0.7	-4	-3	1.1	-3	4	3	1	-1	3
COCCN1CCN(c2cc(-c3ccccc3)nc3cc(-c4cccc(F)c4)nn23)CC1	-60	i	10	-0.4	-4	13	-7	-26	18	10
O=C(O)c1cc2c(cn1)[nH]c1ccccc12	-9.7	-330	3	-0.5	1	10	5	5	-1	1

# From PubChem
